From PubChem
PHOSPHO1 inh: inhibitors of human PHOSPHO1 phosphatase. Q8TCT1. recombinant PHOSPHO1, absorbance phosphatase assay. inhibition, % at 13.3 µM. actives 1.1% (n = 290,000). AID 1565; in the data active = inhibition above about 60%
Target sequence (Q8TCT1 whole entry, looked up): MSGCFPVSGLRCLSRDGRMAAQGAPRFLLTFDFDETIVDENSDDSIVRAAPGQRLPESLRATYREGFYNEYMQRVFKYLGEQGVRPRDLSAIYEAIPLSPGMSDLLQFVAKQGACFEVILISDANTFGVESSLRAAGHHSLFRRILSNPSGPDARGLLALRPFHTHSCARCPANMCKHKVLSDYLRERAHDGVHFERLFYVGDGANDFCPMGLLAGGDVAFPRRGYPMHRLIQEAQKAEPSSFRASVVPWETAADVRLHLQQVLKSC
IDE act: activators of human insulin-degrading enzyme in cells. actives 0.073% (n = 340,000). AID 493087. activation, % at 5.96 µM. P14735. HEK cells, FAbeta-B cleavage, fluorescence polarization; 0% vehicle, 100% cell-free pure enzyme wells;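 active = activation above the mean of all tested compounds plus 3 SD, set per screening campaign, cut at about 17% in these data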
DNA FID counter: fluorescent intercalator displacement, NS3 helicase counter-screen; actives 0.17% (n = 290,000); DNA fluorescent intercalator displacement, fluorescence; inhibition, % at 7.9 µM; AID 1845; in the data active = inhibition above about 37%;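 also: 0% = vehicle and 100% = reference compound; higher means more ethidium bromide displaced from hairpin DNA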
IMP-1 inhibitor: blocks Pseudomonas aeruginosa IMP-1 metallo-beta-lactamase | AID 1556 | actives 0.45% (n = 290,000) | purified IMP-1, nitrocefin hydrolysis, epi-absorbance fluorescence | inhibition, % at 5.6 µM;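 active = inhibition above the mean plus 3 SD of all compounds in the same screening run, cut at about 4.5% in these data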;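 also: 0% = IMP-1 with DMSO and 100% = DMSO wells lacking enzyme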
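Assay system: purified IMP-1; Quantity: IMP-1 0.2 nM before substrate addition; Medium: HEPES buffer pH 7.1 with ZnSO4 and Brij 35; Incubation: 15 min enzyme–compound preincubation, then 25 min nitrocefin reaction, 25 °C; Signal: fluorescence quenching readout, ex 480/em 530 nm; Controls: DMSO with and without IMP-1; Repeats: singlicate testing.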
UBC9 SUMO inh: inhibitors of human SUMOylation (UBC9). P63279. actives 0.36% (n = 290,000). inhibition, % at 35 µM. AID 2006. HTRF SUMOylation assay, SAE1/SAE2 + UBC9, in vitro; in the data active = inhibition above about 50%, passing the limit was not always enough; also: strong numbers were not always called active
Target sequence (P63279 whole entry, looked up): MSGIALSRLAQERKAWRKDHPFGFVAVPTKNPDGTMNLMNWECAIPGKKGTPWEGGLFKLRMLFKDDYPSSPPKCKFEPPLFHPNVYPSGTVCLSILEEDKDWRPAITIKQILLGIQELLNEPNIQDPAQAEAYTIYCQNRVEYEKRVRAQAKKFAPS
NS3 helicase inh: HCV NS3 helicase inhibition; NS3 helicase DNA unwinding, Cy5 molecular beacon fluorescence; inhibition, % at 10.9 µM; actives 0.56% (n = 290,000); AID 1800;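 active = inhibition above the mean of all tested compounds plus 3 SD, set per campaign, cut at about 35% in these data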;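 also: 0% = DMSO wells and 100% = thioflavine S control wells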
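test system = hepatitis C virus NS3 helicase domain fragment enzyme | reagent = annealed dual-labelled DNA beacon duplex, ATP-started | times = 1 h at 25 °C | detection = Cy5 fluorescence, 0 and 60 min reads | read-out basis = percent inhibition from t60/t0 fluorescence ratio | control set = DMSO and thioflavine S | replication = one well per compound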
pCIP destab: lowers stability of the mouse p/CIP coactivator protein; Q05BA5; F442A p/CIP-EGFP cells, EGFP fluorescence, 16 h; decrease of EGFP signal, % at 10 µM; actives 0.01% (n = 290,000); AID 1984;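 active = EGFP signal decrease of at least 30% at 10 µM or well 3 SD below plate mean, unless failing retest; inactive = the rest, including hits failing retest or dose response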; also: some compounds called inactive have numbers as strong as hits; many of its hits are not listed in these tables
VIM-2 inh: blocks Pseudomonas aeruginosa VIM-2 metallo-beta-lactamase; actives 0.89% (n = 290,000); purified VIM-2, nitrocefin hydrolysis, epi-absorbance fluorescence; inhibition, % at 5.6 µM;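 active = inhibition above the mean of all tested compounds plus 3 SD, cutoff set per screening run, cut at about 7.5% in these data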;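 also: red hydrolysis product quenches plate fluorescence so inhibitors raise well fluorescence; 0% = enzyme with DMSO and 100% = DMSO without enzyme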
MEKK3 PB1 HTS: raises or lowers MEK5 binding to the human MEKK3 PB1 domain; Q99759; bead-based flow cytometry, Alexa488-MEK5 binding to MEKK3; actives lie on both sides; 0 = blocked by unlabeled MEK5, 100 = vehicle; binding response (% of control), % at 10 µM; actives 1.4% (n = 290,000); AID 1529;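 active = binding response more than 3 SD above or below the average of its plate-row segment, actives on both sides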;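 also: Alexa488 bead fluorescence after subtracting the streptavidin-only scavenger bead signal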
Target sequence (Q99759 whole entry, looked up, the tested form may be a part): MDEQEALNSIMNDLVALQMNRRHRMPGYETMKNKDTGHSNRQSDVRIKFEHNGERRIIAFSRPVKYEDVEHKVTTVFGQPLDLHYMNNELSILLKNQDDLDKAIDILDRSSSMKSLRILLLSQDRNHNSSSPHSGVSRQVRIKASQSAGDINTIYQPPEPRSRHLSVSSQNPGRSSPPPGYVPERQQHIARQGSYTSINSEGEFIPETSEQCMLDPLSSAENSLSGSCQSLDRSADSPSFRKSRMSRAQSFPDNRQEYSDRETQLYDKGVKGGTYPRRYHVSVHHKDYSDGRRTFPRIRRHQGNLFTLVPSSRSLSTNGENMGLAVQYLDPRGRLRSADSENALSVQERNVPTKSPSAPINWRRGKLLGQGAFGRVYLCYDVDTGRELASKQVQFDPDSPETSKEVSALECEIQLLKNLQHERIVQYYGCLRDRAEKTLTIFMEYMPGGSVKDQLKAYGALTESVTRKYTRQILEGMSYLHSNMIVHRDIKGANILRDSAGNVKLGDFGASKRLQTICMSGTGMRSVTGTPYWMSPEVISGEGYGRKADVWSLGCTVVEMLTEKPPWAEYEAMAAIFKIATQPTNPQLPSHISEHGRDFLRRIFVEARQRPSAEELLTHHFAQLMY
The depositor's hits bear a star; · = not tested or not shown; & = joins results of further samples; [ ] = remark or other dose. Some of the compounds tested; rates above refer to the full screens.

SMILES | DNA FID counter | IDE act | PHOSPHO1 inh | VIM-2 inh | UBC9 SUMO inh | NS3 helicase inh | MEKK3 PB1 HTS | IMP-1 inhibitor | pCIP destab
O=C(O)c1cccc2c1C(=O)N(Cc1ccncc1)C2 | -1 | -2 | -8 | 0.5 | 22 | 13 | 94 | -0.1 | -6
CCOc1ccc(CCNC(=O)COC(=O)/C=C/c2ccc(C)o2)cc1OCC | -57 | -2 | 5 | -2.1 | 9 | 5 | 96 | -1.8 | 10
CCOC(=O)c1sc2nc3n(c(=O)c2c1C)CCC3 | -6 | 4 | -11 | -1.1 | 1 | -8 | 99 | -2.0 | 0
Cc1ccc(S(=O)(=O)N2CCC(C)CC2)cc1C(=O)NCc1ccccn1 | -26 | -1 | 10 | -4.0 | 2 | 19 | 101 | -1.4 | 0
CN(C)/C=C/C(=O)c1cnc(-c2ccccc2Cl)s1 | -4 | 2 | 48 | -2.0 | 6 | 13 | 102 | -0.9 | -10
Cc1nc(C)c(/C(O)=C/c2nc3ccc([N+](=O)[O-])cc3oc2=O)o1 | 2 | · | 15 | 2.4 | -22 | -1 | · | -1.8 | -5
C=CCOc1ccccc1/C=N/O | 0 | 7 | 6 | -1.3 | 25 | 0 | 99 | -0.2 | -6
CC1CN(S(=O)(=O)c2ccc(C(=O)O)cc2)CC(C)O1 (stereo unspecified) | 2 | 1 | 15 | -1.7 | -5 | -1 | 95 | -1.8 | 11
CC(=O)c1ccccc1OC(=O)COc1ccc(Cl)cc1C | 0 | · | -6 | -1.3 | -15 | -2 | 101 | -0.2 | -5
Nn1c(SCC(=O)N2CCOCC2)nnc1C1CC1 | 4 | 5 | 11 | -3.0 | 10 | -6 | 103 | -1.7 | 0
CCOC(=O)c1nc2sc3c(c2c(=O)[nH]1)CCCC3 | 2&0 | -2 | -14&29 | 0.5&-2.5 | 14&26 | 2&0 | 104&97 | -1.7&-1.5 | -15&-9
Cc1ccc(C(=O)N(CN2CCCC2=O)c2ccc(F)cc2)cc1 | -7 | 1 | 7 | -1.4 | -12 | 9 | 92 | 0.3 | 6
COc1ccc(OC)c(NC(=O)C2CCN(c3cc(-c4ccccc4)nc4ncnn34)CC2)c1 | -1 | -7 | 5 | -4.8 | 12 | 0 | 85 | -2.2 | -18
Cc1nccn1-c1cc(C(C)(C)C)nc2c(-c3ccccc3)cnn12 | -12 | 3 | -2 | -1.2 | 22 | -9 | 103 | -2.6 | -1
COc1ccc(C)cc1NC(=S)NC12CN3CN(CN(C3)C1)C2 | -1 | · | 25 | -1.7 | 14 | -9 | 108 | -1.4 | -10

SMILES | DNA FID counter | IDE act | PHOSPHO1 inh | VIM-2 inh | UBC9 SUMO inh | NS3 helicase inh | MEKK3 PB1 HTS | IMP-1 inhibitor | pCIP destab
COCCN1CN(S(=O)(=O)c2ccc(Cl)cc2)c2nc3ccccc3nc21 | -14 | 0 | 23 | -3.3 | 22 | 18 | 102 | -2.2 | -21
COc1ccccc1/C=C/C=N/NC(=O)CCn1nnc2ccccc21 | -17 | 3 | -14 | -2.8 | 9 | 0 | 103 | -5.4 | -15
Cc1cc(C)c(S(=O)(=O)N2CCN(C(=O)c3cccs3)CC2)c(C)c1 | -9 | 7 | 8 | -3.5 | 9 | 3 | 105 | -2.9 | -3
CCC(=O)Oc1ccc2c(C)cc(=O)oc2c1C(=O)c1ccccc1 | -15 | 1 | 1 | -1.1 | -5 | 4 | 101 | -0.9 | -6
CSc1nnc(CNC(=O)c2ccccc2)n1-c1cccc(C)c1 | -6 | 8 | -14 | -1.4 | -2 | -3 | 106 | -3.5 | -7
Cc1ccc(-n2ncc3c(NNC(=O)c4ccco4)ncnc32)cc1C | -17 | 8 | 38 | -4.3 | 3 | 4 | 98 | -2.5 | 9
Cc1cc(NC(=O)CCC(=O)NNC(=O)c2ccc(C(C)(C)C)cc2)no1 | -8 | 6 | 1 | 0.4 | -15 | 2 | 95 | -1.9 | 4
COc1ccc(C)cc1S(=O)(=O)N(CC(N)=O)Cc1ccccc1 | -7 | 3 | 7 | 0.0 | 4 | -4 | 96 | -3.2 | -15
COc1cccc(CN2CCNC(=O)C2CC(=O)N(C)CC2CCOCC2)c1OC (stereo unspecified) | -19 | 2 | 11 | -2.4 | 12 | 5 | 97 | -3.1 | -2
CCOC(=O)N1CCN(C(=O)Cn2nc(C)n3nc(-c4ccccc4)cc3c2=O)CC1 | -53 | 2 | 28 | -0.4 | 12 | -4 | 103 | 0.8 | -13
O=C(CC1Sc2ccccc2NC1=O)OCc1cc(=O)oc2cc(O)ccc12 (stereo unspecified) | -26 | 1 | -5 | 2.3 | 12 | 17 | 97 | -1.6 | -6
Cc1ccccc1NC(=S)Nc1cccc2cnccc12 | 11 | 0 | 36 | 8.0* | 97* | 9 | 79 | -4.0 | 3
CCn1cc(C(=O)N2CCN(c3ccc(OC)cc3)CC2)c(=O)c2cc(S(=O)(=O)N3CCCCC3)ccc21 | -5 | 1 | -4 | -2.7 | -11 | 7 | 82 | -1.9 | -2
Cc1ccccc1NC(=S)NC(C)CCc1ccccc1 (stereo unspecified) | -20 | 6 | 1 | -5.1 | -9 | 8 | 102 | -5.2 | 4
Cc1cnccc1CN(C)C(=O)C1CCC(=O)N(Cc2ccccc2F)C1 (stereo unspecified) | -3 | 7 | 17 | 0.5 | 2 | 8 | 103 | -4.1 | 3

SMILES | DNA FID counter | IDE act | PHOSPHO1 inh | VIM-2 inh | UBC9 SUMO inh | NS3 helicase inh | MEKK3 PB1 HTS | IMP-1 inhibitor | pCIP destab
Cc1c(CC(=O)O)c(=O)oc2cc(OCc3ccc(F)cc3F)ccc12 | -29 | 3 | 40 | -2.4 | 10 | 4 | 100 | -1.9 | -4
COC(=O)c1ccc(CNC(=O)CSc2nnc(COc3ccccc3)n2C)o1 | -10 | -3 | 6 | -0.1 | -15 | -7 | 102 | -2.7 | 10
CC1=NNC(=O)C1CC(=O)N/N=C/C(C)=C/c1ccccc1 (stereo unspecified) | -4 | 2 | 17 | 0.4 | 18 | -13 | 97 | -2.1 | -23
O=C(NC(=S)NCc1cccnc1)c1ccccc1[N+](=O)[O-] | -2 | -3 | -8 | -0.8 | -11 | 9 | 2.0*[inhibitor] | -3.3 | 5
Cc1cccc(C)c1OCCN1C(=O)NC(C)(c2ccccc2)C1=O (stereo unspecified) | -23 | -1 | -31 | 0.2 | 11 | 4 | 78 | 1.0 | -15
C1=C(CCNc2ncnc3c2[nH]c2ccccc23)CCCC1 | 10 | -35 | 6 | 0.0 | -30 | -45 | 95 | -5.2 | -17
CN1C(=O)C(C)(C)c2cc(S(=O)(=O)NCCc3ccc(Cl)cc3)ccc21 | -30 | 0 | 39 | -1.0 | -2 | -9 | 101 | -2.4 | -4
Cc1ccc(-n2ncc3c(NCc4ccccn4)ncnc32)c(C)c1 | -12 | -7 | 33 | -0.6 | 32 | 4 | 106 | -3.5 | -4
COc1ccccc1/C=C/C=N/NC(=O)c1ccc(=O)n(C)c1 | -7 | 3 | 4 | -3.2 | 8 | -13 | 101 | -2.0 | -1
CCOc1cc2nc(-c3ccc(OC)c(OC)c3)nc(NCCCN3CCOCC3)c2cc1OC | 43* | 1 | 6 | 26* | -5 | 6 | 102 | 0.3 | -15
CCCCNC(=O)CN1CCN(Cc2ccc3cc(OC)ccc3c2)CC1 | -5 | 1 | 40 | -2.6 | 13 | -11 | 102 | -1.3 | 3
Cc1cc(C)c2nc(C)cc(Nc3ccc(C(=O)N(C)C)cc3)c2c1 | -2 | · | 27 | 0.3 | 2 | 0 | 98 | -4.6 | -17
O=C(NCCCNC(=O)c1ccco1)c1ccc(Cl)cc1 | -5 | 3 | 15 | 1.7 | -6 | -1 | 100 | -2.0 | 5
O=C(Nc1ccccc1)/C(=C/c1ccc(O)cc1)NC(=O)c1ccco1 | -1 | 2 | 26 | -0.8 | 7 | 6 | 103 | -1.4 | -1
CC(=O)Oc1ccc2ccccc2c1C(NC(=O)Cc1ccccc1)c1ccccc1 (stereo unspecified) | -11 | -5 | -15 | -1.6 | 1 | -3 | 100 | -2.0 | -2

3 entries already listed, sorted by their value in MEKK3 PB1 HTS, falling:
Molecule	IDE act	PHOSPHO1 inh	VIM-2 inh	UBC9 SUMO inh	NS3 helicase inh	MEKK3 PB1 HTS	IMP-1 inhibitor	pCIP destab
O=C(Nc1ccccc1)/C(=C/c1ccc(O)cc1)NC(=O)c1ccco1	2	26	-0.8	7	6	103	-1.4	-1
CC(=O)Oc1ccc2ccccc2c1C(NC(=O)Cc1ccccc1)c1ccccc1 (stereo unspecified)	-5	-15	-1.6	1	-3	100	-2.0	-2
Cc1cccc(C)c1OCCN1C(=O)NC(C)(c2ccccc2)C1=O (stereo unspecified)	-1	-31	0.2	11	4	78	1.0	-15

(more compounds)
SMILES | DNA FID counter | IDE act | PHOSPHO1 inh | VIM-2 inh | UBC9 SUMO inh | NS3 helicase inh | MEKK3 PB1 HTS | IMP-1 inhibitor | pCIP destab
COc1ccc(NC(=O)NS(=O)(=O)c2ccc(C)cc2)cn1 | -1 | 30* | -15 | 16* | 20 | -2 | 95 | 12* | -56
CC(C)CN1CCC(=O)N([C@H](CO)c2ccccc2)CC1 | -4 | 37* | -13 | -1.8 | 3 | 14 | 101 | -2.2 | -9
O=C(NC(=S)Nc1cccc(NC(=S)NC(=O)c2ccco2)n1)c1ccco1 | 0 | 9 | -140 | 0.0 | -3 | -2 | 120 | -1.1 | 18
O=C(CCn1c(=O)c2cccn2c2ccccc21)Nc1ccc(F)cc1 | -19 | 0 | 5 | -2.3 | -3 | 18 | 101 | -3.8 | -1
O=C(CN1CCCCC1)Nc1nnc(-c2ccc([N+](=O)[O-])cc2)s1 | 3 | -3 | 12 | -2.9 | -4 | 7 | · | -4.5 | -10
COc1ccccc1NC(=O)c1cc2n(n1)C(C(F)(F)F)CC(c1ccc3c(c1)OCO3)N2 (stereo unspecified) | -15 | 0 | 16 | -0.7 | 2 | -7 | 102 | -0.5 | -1
Cc1nnc2ccc(-c3ccc(NC(=O)Cc4cccs4)cc3)nn12 | -15 | -3 | 24 | 3.8 | 28 | -5 | 107 | 1.2 | -6
CCOC(=O)C1=C(O)/C(=C\c2ccc(OC)c(OC)c2)N=C1C | -15 | 0 | 6 | -3.2 | 4 | 0 | 108 | -2.7 | -10
CN1CCN(c2ccc(NC(=O)c3cc([N+](=O)[O-])ccc3N3CCOCC3)cc2)CC1 | 24 | 5 | · | 12* | 16 | -18 | 95 | -2.4 | 0
CC(=O)Nc1nnc(SCc2ccc(C(=O)Nc3ccccc3F)cc2)s1 | -4 | -5 | -26 | -1.7 | 15 | -9 | 100 | -2.4 | 3
Cc1ccc(NC(=S)N2CCN(S(=O)(=O)c3ccccc3)CC2)cc1C | -24 | 0 | 13 | -1.6 | 14 | -8 | 101 | -3.5 | -1
O=C1CC(N(O)c2ccccc2)C(=O)N1c1cc(Cl)cc(Cl)c1 (stereo unspecified) | 1 | 4 | -14 | 1.3 | 36 | 32 | 103 | -1.6 | -5
Cc1occc1C(=O)N/N=C/c1ccc(Cl)c([N+](=O)[O-])c1 | 5 | 2 | 6 | -3.3 | 2 | 3 | 92 | -2.0 | -8
